# Assay outcomes (PubChem BioAssay)
# D1 PAM: Potentiators of Human D1 Dopamine Receptor: qHTS; 360,000 compounds, 0.036% hits; HEK293 TREx D1 cells, calcium flux, dopamine EC20 potentiation; potentiation, % at 10 µM; in the data active = potentiation above about 30%; note: 0% is about no effect
# Vif-APOBEC3F blk: qHTS for Inhibitors of Vif-A3F Interactions: qHTS; Potency, µM (titrated, usually from 46.1 µM), for the others: at the highest dose activity, negative = active; AID 602313, 2012; HeLa A3F-eYFP + Vif (tagged APOBEC3F with the HIV-1 protein that degrades it), YFP fluorescence increase; 390,000 compounds, 0.2% hits; note: potency is the fitted concentration of half-maximal effect; % of control where 0% means no effect; nearly all actives have a fitted effect of over 65% in size
#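 HeLa cells stably expressing A3F-eYFP plus Vif, plated and incubated overnight at 37 deg C, then exposed to compounds overnight at 37 deg C. Blocked degradation read as raised yellow fluorescence (Ex 488/Em 500-530).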
# Glioma ERSR ind: qHTS for Inducers of the Endoplasmic Reticulum Stress Response (ERSR) in Human Glioma: qHTS | U87-MG GRP78 promoter luciferase reporter, 16 h | Potency, µM, without a hit: at the highest dose activation, hits mostly activators | 420,000 compounds, 0.02% hits; note: potency is the fitted concentration of half-maximal effect; series mostly up to about 76 µM; % of control where 0% means no effect; nearly all actives have a fitted effect of over 35% in size
#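 Stably transfected U87-MG glioma cells carrying a GRP78-based luciferase sensor; 16 h compound incubation. Luminescence end-point read 10 min after Bright-Glo addition at room temperature.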
# LDHA block: qHTS assay for inhibitors of human lactate dehydrogenase. activity change, % (values are at about 110 or 230 µM). purified LDHA, NADH/diaphorase-resazurin fluorescence; stronger effect = lower value. 480,000 compounds, 0.15% hits. AID 1347041, 2019; in the data active = activity change below about -30%; inconclusive = mostly about -25% to -30%;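 note: plate controls were DMSO wells for no effect and wells without enzyme for full effect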
#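 Human LDH5 (2 nM) was incubated with 0.06 mM NADH and 0.2 mM pyruvate for 5 min at room temperature in Tris pH 7.4. Remaining NADH was coupled through diaphorase/resazurin, and resorufin fluorescence was read at 0 and 20 min.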
# D1 ag: Allosteric Agonists of the Human D1 Dopamine Receptor: qHTS. D(1A) dopamine receptor (Homo sapiens), P21728. HEK293 T-REx D1 cells, calcium flux, agonist mode. activation, % at 2 µM. 360,000 compounds, 1% hits. AID 504660, 2011; in the data active = activation above about 30%; note: 0% is about no effect
#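 Agonism was scored from calcium flux recorded over 180 s (1 read/s) after pintool compound addition, following a 10-cycle baseline. Cells were inducible force-coupled HEK293 TREx D1, plated overnight at 30 C and loaded with no-wash calcium dye.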
# RXFP1 ag: qHTS Assay for Agonists of the Relaxin Receptor RXFP1. Relaxin receptor 1 (Homo sapiens), Q9HBX9. HEK293T-RXFP1 cAMP TR-FRET, 30 min; response scale: percent of porcine relaxin response, buffer zero. Potency, µM (series often up to 57.5 µM), for inactives: top-dose activation, actives largely listed as activators. 370,000 compounds, 0.3% hits; note: potency is the fitted concentration of half-maximal effect; % is set by controls: 0 for no effect and ±100 for the full control effect; nearly all actives have a fitted effect of over 60% in size; many of its hits are not listed in these tables
#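 cAMP rise read by TR-FRET after 30 min, 37C compound exposure (up to 58 uM) in RXFP1-transfected HEK293 cells with Ro 20174 present. EC50 from Hill-equation fits, with 29 nM porcine relaxin as 100% and buffer as basal.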
# D1 antagonist: Antagonist of Human D 1 Dopamine Receptor: qHTS | HEK293 TREx D1 cells, calcium flux, dopamine EC80; stronger effect = lower value | activity change, negative = inhibition, % at 10 µM | 360,000 compounds, 3.2% hits; in the data active = activity change below about -30%; note: % is set by controls: 0 for no effect and ±100 for the full control effect
#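 Using tetracycline-induced force-coupled D1 Hek293 cells and a calcium dye, signals were followed for 180 s after compound, then for 180 s after EC80 dopamine, to detect inhibitors.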
# Vif-A3G inh: qHTS for Inhibitors of Vif-A3G Interactions: qHTS; DNA dC->dU-editing enzyme APOBEC-3G (Homo sapiens), Q9HC16; HeLa A3G-eYFP + Vif (tagged APOBEC3G with the HIV-1 protein that degrades it), YFP fluorescence, overnight; Potency, µM (highest dose often 46.1 µM), for the others: top-dose activity, negative = active, usual class: inhibitors; 410,000 compounds, 0.076% hits; AID 602310, 2012;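 note: potency is the fitted concentration of half-maximal effect; % is set by controls: 0 for no effect and ±100 for the full control effect; nearly all actives have a fitted effect of over 60% in size; hits raise eYFP signal because A3G escapes Vif-driven loss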
# Target sequence (Q9HC16 whole entry, looked up): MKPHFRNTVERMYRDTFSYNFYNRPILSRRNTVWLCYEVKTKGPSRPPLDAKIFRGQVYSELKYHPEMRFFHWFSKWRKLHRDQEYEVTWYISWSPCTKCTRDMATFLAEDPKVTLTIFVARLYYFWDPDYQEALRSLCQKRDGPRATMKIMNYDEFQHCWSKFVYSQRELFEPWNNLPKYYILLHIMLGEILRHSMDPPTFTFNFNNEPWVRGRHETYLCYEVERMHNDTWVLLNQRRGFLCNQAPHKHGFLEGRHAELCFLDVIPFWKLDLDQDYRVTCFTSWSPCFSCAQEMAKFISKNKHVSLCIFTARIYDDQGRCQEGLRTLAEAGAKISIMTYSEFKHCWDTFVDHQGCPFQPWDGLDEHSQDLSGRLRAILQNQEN
#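 HeLa cells stably expressing Vif and C-terminally eYFP-tagged A3G, seeded overnight at 37 deg C, then exposed to compound by pintool overnight at 37 deg C. Rise in yellow fluorescence (Ex 488/Em 500-530, Acumen) marks blocked Vif-driven A3G degradation.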
# D2 PAM: HTS Assay for Positive Allosteric Modulators of the Human D2 Dopamine Receptor: Primary Screen for Potentiators; D(2) dopamine receptor (Homo sapiens), P14416; HEK293 T-REx D2, calcium flux, EC20 dopamine potentiation; potentiation, % at 10 µM; 340,000 compounds, 0.34% hits; AID 485347, 2010;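 active = potentiation over 3 SD above the plate norm, cut at about 30% in these data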; note: 0% is about no effect
# Target sequence (P14416 whole entry, looked up): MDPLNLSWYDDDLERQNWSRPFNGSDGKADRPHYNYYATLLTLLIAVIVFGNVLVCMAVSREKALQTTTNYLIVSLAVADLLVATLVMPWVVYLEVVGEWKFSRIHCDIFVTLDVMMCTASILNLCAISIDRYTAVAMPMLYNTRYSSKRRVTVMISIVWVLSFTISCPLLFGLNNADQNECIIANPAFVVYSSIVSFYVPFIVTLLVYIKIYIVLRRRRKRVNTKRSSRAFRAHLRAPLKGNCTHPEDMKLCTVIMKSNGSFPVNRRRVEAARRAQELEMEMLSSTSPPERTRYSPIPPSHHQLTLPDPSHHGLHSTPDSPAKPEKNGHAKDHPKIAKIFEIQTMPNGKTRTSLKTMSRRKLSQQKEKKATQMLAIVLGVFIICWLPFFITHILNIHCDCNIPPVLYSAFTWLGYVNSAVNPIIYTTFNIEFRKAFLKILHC
#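 Calcium flux readout, no-wash dye, 1 read/s. Inducible HEK293 Trex D2 line, overnight 30 C. Compound alone 180 s (agonist flags), then EC20 dopamine, another 180 s to score potentiation.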
# Active calls of the source: *; u = inconclusive; x = no result given; & = joins results of further samples. Unless noted, calls come from the whole dose curve; as a rule, active = well fitted curve in the direction sought with a large enough effect; inconclusive = small, poorly fitted or top-dose-only effect, or another doubt; inactive = no such curve, though single readings can be large; an effect the other way counts as inactive or inconclusive.
item	SMILES	D1 PAM	Vif-APOBEC3F blk	Glioma ERSR ind	LDHA block	D1 ag	RXFP1 ag	D1 antagonist	Vif-A3G inh	D2 PAM
1	COc1ccc(N(CC(=O)N/N=C/c2ccc(F)cc2)S(=O)(=O)c2ccccc2)cc1	-6	-13%	-4%	-1	4	0.1%	-8	-7%	6
2	Cc1ccc(C(=O)N/C(=C\c2ccco2)C(=O)N2CCCCC2)cc1	-4	-14%	-4%	3	1	3.0%	4	7%	-9
3	Cc1nc2c(C)cccn2c1C(=O)N/N=C/c1ccccc1[N+](=O)[O-]	-1	8%	-1%	-2	0	-0.7%	-12	1%	10
4	O=C(COc1ccc(Cl)cc1Cl)Nc1ccc(C(=O)Nc2ccccc2C(=O)O)cc1	5	-7%	3%	-6	4	-2.9%	-19	-2%	-8
5	CCOC(=O)c1ccc(NC(=O)C2=C(C)Nc3nc(SCc4ccc(Cl)cc4)nn3C2c2ccc(OC)cc2)cc1 (stereo not drawn)	-2	1%	-4%	-4	-1	1.3%	7	0%	-1
6	O=CNc1ccc(OC(=O)c2cncc(Br)c2)cc1	0	1%	-5%	-3	2	-2.3%	3	-4%	-1
7	CN(C)C=Nc1nc2ccccc2nc1N1CCCC1	-2	-18%	-1%	-5	-1	5.6%	x	2%	-1
8	COc1ccc(-c2cnc[nH]2)cc1	-4	-11%	1%	-3	3	-0.6%	5	0%	11
9	CC(C)C(=O)N1N=C2CCCCC2C1(O)C(F)(F)F (stereo not drawn)	6	-2%	0%	-11	7	-0.3%	3	0%	-25
10	Cc1noc(C)c1COc1ccccc1C(=O)NC(C)CCc1ccccc1 (stereo not drawn)	x	-11%	-4%	1	x	x	x	-5%	x
11	CCN(c1cccc(C)c1)S(=O)(=O)c1nnc(NC(=O)c2cccs2)s1	-1	-6%	4%	-12	7	4.1%	5	-2%	3
12	O=C(c1cccc(Cl)c1)N1CCCC(C(=O)N2CCCCCC2)C1 (stereo not drawn)	-4	-8%	-1%	0	3	3.4%	8	1%	0
13	O=C(CSc1nnc(-c2cc3ccccc3cc2O)n1Cc1ccco1)N1CCc2ccccc2C1	-2	0%	5%	3	3	1.6%	3	-1%	-1
14	CCC(=O)N(C)C[C@H]1Oc2cc(-c3ccccc3F)ccc2S(=O)(=O)N([C@H](C)CO)C[C@H]1C	x	4%	3%	-7	x	x	x	0%	x
15	Cc1ccccc1-c1cc(-c2ccccc2O)on1	2	u	11%	0	5	2.2%	7	0%	-6

# Rewritten as labelled records: entries from further up
[5] CCOC(=O)c1ccc(NC(=O)C2=C(C)Nc3nc(SCc4ccc(Cl)cc4)nn3C2c2ccc(OC)cc2)cc1 (stereo not drawn)
  D1 PAM: -2	Vif-APOBEC3F blk: 1%	Glioma ERSR ind: -4%	LDHA block: -4	D1 ag: -1	RXFP1 ag: 1.3%	D1 antagonist: 7	Vif-A3G inh: 0%	D2 PAM: -1

[1] COc1ccc(N(CC(=O)N/N=C/c2ccc(F)cc2)S(=O)(=O)c2ccccc2)cc1
  D1 PAM: -6	Vif-APOBEC3F blk: -13%	Glioma ERSR ind: -4%	LDHA block: -1	D1 ag: 4	RXFP1 ag: 0.1%	D1 antagonist: -8	Vif-A3G inh: -7%	D2 PAM: 6

[10] Cc1noc(C)c1COc1ccccc1C(=O)NC(C)CCc1ccccc1 (stereo not drawn)
  D1 PAM: x	Vif-APOBEC3F blk: -11%	Glioma ERSR ind: -4%	LDHA block: 1	D1 ag: x	RXFP1 ag: x	D1 antagonist: x	Vif-A3G inh: -5%	D2 PAM: x

# Other entries:
item	SMILES	D1 PAM	Vif-APOBEC3F blk	Glioma ERSR ind	LDHA block	D1 ag	RXFP1 ag	D1 antagonist	Vif-A3G inh	D2 PAM
16	Cc1ccc(C(=O)C2CC2)c(C)c1	x	0%	3%	-5	x	x	x	-2%	x
17	O=C(NCCc1ccc(Cl)cc1)C1CCN(C(=O)N2CCOc3ccccc32)CC1	-6	4%	-5%	-5	10	0.9%	-4	4%	-8
18	CCOC(=O)Cn1nc(/C=C/c2ccccc2)ccc1=O	x	-8%	1%	-8	x	-0.5%	x	2%	x
19	CC1(C)Cc2nc(-c3ccccc3)nc(SCC(=O)N3CCCC3)c2CO1	1	-13%	-4%	-3&-12	3	0.6%	-1	5%	0
20	O=[N+]([O-])c1ccc(N2CCSCC2)cc1O	-2	2%	-1%	-5	1	-0.1%	3	0%	-1
21	CC1CCN(C(=O)C2COc3ccccc3C2)CC1 (stereo not drawn)	0	10%	-1%	-10	0	1.9%	22	4%	7
22	Cc1cccc(CSc2nc3c(c(=O)[nH]2)CCC3)c1	5&1	-1%&2%	1%&-2%	-6&-1	-3&-2	2.0%&-1.8%	0&4	1%&-1%	8&-3
23	CCC(C)c1ccc(O)c(NC(=O)c2cncc(Br)c2)c1 (stereo not drawn)	-3	-11%	1%	5	4	-0.1%	-8	-4%	-2
24	COc1cc(C=O)ccc1OCc1c(C)noc1C	0	2%	-3%	-5	2	2.7%	-13	7%	-6
25	COC(C[C@@H]1O[C@@H]1[C@@H](O)COCc1ccccc1)OC	13	4%	-5%	0	1	4.5%	-12	-1%	11
26	O=C(CC1OC(=O)c2ccccc21)Nc1cccc(S(=O)(=O)N2CCCCCC2)c1 (stereo not drawn)	9	2%	-8%	-5	7	5.8%	8	-5%	12
27	O=C(c1ccc(OC2CCN(Cc3ccccn3)CC2)cc1)N1CCCCO1	-3	2%	-5%	-5	0	-4.2%	3	-2%	-3
28	C=CCN1C(=O)c2ccccc2Sc2ccc(C(=O)N3CCN(C)CC3)cc21	8	-1%	1%	-4	3	0.2%	7	3%	-9
29	COc1ccc(NC(=O)CN(C)CC(=O)NC2CCC(C)CC2)cc1 (stereo not drawn)	-4	-5%	-2%	1	3	-2.1%	3	1%	2
30	CCOc1ccc(/C=N/NC(=O)c2cc3c(OC)cccc3[nH]2)cc1	0	-28%	2%	-9	3	5.2%	2	u	x
31	CCOc1ncccc1C(=O)Nc1ccc(S(=O)(=O)Nc2nccs2)cc1	-2	-3%	3%	-5	1	u	1	-3%	27
32	C=C(C)c1cccc(C(C)(C)NC(=O)Nc2ccc(C(C)=O)cc2)c1	-7	-13%	-1%	-4	7	0.0%	-13	-10%	18
33	COc1ccc(CCNC(=O)CN(c2ccccc2)S(=O)(=O)N(C)C)cc1	2	-1%	-4%	-6	-1	0.1%	-7	-12%	-5
34	CCOC(=O)c1cccc(NC(=O)CCCn2c(=O)c3cccn3c3cccnc32)c1	1	-4%	-6%	-1	3	-0.3%	-1	1%	8
35	CSc1ccccc1NC(=O)COc1ccccc1Cl	5	-12%	10%	0	1	1.0%	35	-8%	4
36	COCCN(CCOC)Cc1c(C)[nH]c2ccccc2c1=O	-2	x	-1%	-2	3	-0.5%	-1	-1%	5
37	CN(C)C(=O)c1ccc(-n2cccn2)nc1	-1	1%	0%	-9	1	-2.0%	-12	0%	15
38	O=C(CCN1CCN(c2ccccc2)CC1)NNC(=O)Cc1c(F)cccc1Cl	-3	-16%	-6%	-2	1	-0.7%	7	-3%	-24
39	CCN(CC(=O)Nc1cccc(F)c1)Cc1nc2ccccc2c(=O)[nH]1	-7	u	-3%	-1	14	0.1%	5	0%	12
40	CC(=O)N1CCN(c2ccc(NC(=O)c3ccc(Cl)c([N+](=O)[O-])c3)cc2)CC1	-8	5%	2%	-1	4	1.3%	-9	-4%	-2
41	COc1ccccc1NC(=O)CSc1nc(-c2ccccc2F)nc2cc(=O)[nH]n12	0	-1%	-3%	-4	5	26%	-9	-3%	2
42	COc1cc2nc(N(CCCN(C)C)C(=O)c3ccc(S(=O)(=O)N4CCc5ccccc54)cc3)sc2cc1OC	0	6%	-4%	1	5	-0.9%	10	1%	0
43	COc1ccc(OC)c(Nc2ncnc3c2nc2n3CCCC2)c1	0	-18%	1%	-7	-1	0.6%	11	-16%	x
44	Cc1ccc(S(=O)Cc2nc(-c3ccc(C(=O)NC(C)c4ccccc4)cc3)oc2C)cc1 (stereo not drawn)	2	-2%	-4%	-10	3	-0.1%	-5	0%	4
45	COc1ccc(N2CC(C(=O)Nc3ccncc3)CC2=O)cc1 (stereo not drawn)	-3	-9%	-3%	-5	3	-2.3%	-16	2%	-8
46	CN=c1scc(-c2ccccc2F)n1/N=C/c1ccc[nH]1	-2	u	-13%	1	1	0.7%	7	-5%	-9
47	Cc1nnc(SCC(=O)Nc2ccccc2N2CCOCC2)s1	-2	-2%	-3%	-4	3	-1.0%	-1	0%	5
48	O=C(O)c1cc(NS(=O)(=O)c2cccc3nsnc23)cc(C(=O)O)c1	-1	-1%	-7%	-1	3	0.8%	-4	2%	-2
49	Cc1cc(C(=O)Nc2ccc(F)cc2F)on1	-2	0%	6%	-13	2	-4.3%	1	-5%	6
50	COc1ccc(NC(=O)C[C@H]2C(=O)N(c3ccc(OC)cc3)C[C@@H]2CSC)cc1	x	-3%	-1%	4	x	x	x	2%	x

# 2 compounds picked at random from the list so far:
item	SMILES	D1 PAM	Vif-APOBEC3F blk	Glioma ERSR ind	LDHA block	D1 ag	RXFP1 ag	D1 antagonist	Vif-A3G inh	D2 PAM
6	O=CNc1ccc(OC(=O)c2cncc(Br)c2)cc1	0	1%	-5%	-3	2	-2.3%	3	-4%	-1
14	CCC(=O)N(C)C[C@H]1Oc2cc(-c3ccccc3F)ccc2S(=O)(=O)N([C@H](C)CO)C[C@H]1C	x	4%	3%	-7	x	x	x	0%	x

# These rows are one share of the data; rates above refer to the full screens.
